Screening data (PubChem BioAssay)
Tau FP inhib = blocks human tau fibril formation measured by polarization; P10636; K18 P301L tau heparin fibrillization, Alexa594 FP, 6 h; Potency, µM (titrated, usually from 57.7 µM), inactives show at the highest dose activity, negative = inhibition, usual class: inhibitors; actives 0.39% (n = 280,000); AID 1468; further: on the % scale 0 is the no-effect control and ±100 the full control effect; nearly all actives have a fitted effect of over 55% in size
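FP of Alexa 594-tau after heparin (20 uM) induction. Substrate: human K18 P301L, 15 uM unlabeled, 0.24 uM labeled. Buffer 100 mM sodium acetate pH 7. 6 hr, 37 C.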
TRb-SRC2 inh = disrupts binding of human TR beta to SRC2; P10828; TRbeta-SRC2 peptide binding, fluorescence polarization; receptor liganded with 1 µM T3; Potency, µM (titrated, usually from 106 µM), inactives show top-dose activity change, negative = inhibition, hits mostly inhibitors; actives 0.065% (n = 280,000);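 further: plate controls were bound peptide for no effect and peptide without receptor for full effect; nearly all actives have a fitted effect of over 50% in size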
Target sequence (P10828 whole entry, looked up): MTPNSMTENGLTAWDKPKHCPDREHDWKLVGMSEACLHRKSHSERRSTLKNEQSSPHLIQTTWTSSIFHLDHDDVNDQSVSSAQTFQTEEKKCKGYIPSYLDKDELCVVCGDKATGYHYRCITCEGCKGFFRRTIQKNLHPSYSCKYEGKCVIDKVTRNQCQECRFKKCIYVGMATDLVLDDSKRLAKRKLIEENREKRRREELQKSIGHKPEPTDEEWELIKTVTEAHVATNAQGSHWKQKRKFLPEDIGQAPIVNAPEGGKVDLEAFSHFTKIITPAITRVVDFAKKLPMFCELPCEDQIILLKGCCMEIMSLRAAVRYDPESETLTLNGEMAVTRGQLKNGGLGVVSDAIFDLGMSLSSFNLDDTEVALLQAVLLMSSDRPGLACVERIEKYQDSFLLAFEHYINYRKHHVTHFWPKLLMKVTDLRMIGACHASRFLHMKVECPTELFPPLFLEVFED
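Fluorescence polarization of 20 nM Texas Red SRC2 peptide with 0.6 uM human TRb ligand-binding domain, in Tris buffer with 1uM T3 and 5% DMSO. Incubated 5 hr ambient; normalized to unbound and bound controls.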
Tau ThT inhib = inhibitors of human tau fibril formation, thioflavin T binding; actives 2.1% (n = 270,000); recombinant tau K18 P301L, heparin-induced fibrillization, ThT fluorescence; Potency, µM (top dose mostly 57.4 µM), without a hit: at the top dose activity, negative = inhibition, most hits filed as inhibitors; further: on the % scale 0 is the no-effect control and ±100 the full control effect; nearly all actives have a fitted effect of over 55% in size
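Heparin-induced (20 uM) aggregation of recombinant human K18 P301L tau, 15 uM unlabeled with 0.24 uM labeled, pH 7 acetate buffer, 6 hr at 37 C with compound. Fibrils quantified by 30 uM ThT fluorescence after 1 hr ambient incubation.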
Tau fluor counter = counter-screen for tau fibril formation inhibitors; tau K18 P301L (four-repeat tau fragment) Alexa594 fluorescence, heparin fibrillization; AID 1463; Potency, µM (highest dose often 57.7 µM), for inactives: at the top dose activity change, negative = decrease; actives 0.93% (n = 280,000); further: on the % scale 0 is the no-effect control and ±100 the full control effect; nearly all actives have a fitted effect of over 55% in size
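Human K18 P301L tau (15 uM unlabeled plus 0.24 uM Alexa 594-labeled, final) in 100 mM sodium acetate pH 7 was mixed with compound and 20 uM heparin and incubated 6 hr at 37 C.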
RECQ1 inh = RECQ1 (human) helicase inhibition; P46063; RECQ1 DNA unwinding, red fluorescence kinetic read; Potency, µM (series often up to 57.3 µM), for the others: at the highest dose activity, negative = inhibition, actives largely listed as inhibitors; actives 0.54% (n = 240,000);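 further: plate controls were vehicle for no effect and no enzyme for full effect; nearly all actives have a fitted effect of over 30% in size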
Target sequence (P46063 whole entry, looked up): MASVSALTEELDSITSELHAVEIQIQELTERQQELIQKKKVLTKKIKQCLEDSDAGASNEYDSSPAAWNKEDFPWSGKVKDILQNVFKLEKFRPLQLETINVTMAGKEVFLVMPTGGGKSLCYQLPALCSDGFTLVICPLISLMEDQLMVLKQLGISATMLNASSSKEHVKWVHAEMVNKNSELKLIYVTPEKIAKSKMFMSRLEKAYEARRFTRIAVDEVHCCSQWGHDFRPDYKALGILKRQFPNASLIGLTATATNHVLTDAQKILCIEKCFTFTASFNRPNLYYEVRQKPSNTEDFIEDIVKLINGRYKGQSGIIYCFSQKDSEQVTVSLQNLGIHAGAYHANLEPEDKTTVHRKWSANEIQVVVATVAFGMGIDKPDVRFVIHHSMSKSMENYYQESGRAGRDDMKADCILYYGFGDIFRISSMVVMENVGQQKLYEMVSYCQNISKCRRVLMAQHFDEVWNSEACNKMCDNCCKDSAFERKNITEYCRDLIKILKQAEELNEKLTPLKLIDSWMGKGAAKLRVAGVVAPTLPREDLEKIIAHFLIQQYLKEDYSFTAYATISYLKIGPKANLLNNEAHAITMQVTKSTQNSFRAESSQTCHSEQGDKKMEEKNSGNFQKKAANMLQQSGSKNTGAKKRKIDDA
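50 nM RECQ1T1 preincubated 15 min with compound in Tris pH 8.0 buffer with MgCl2, DTT, Tween-20 and 2.5 ug/ml poly(dI-dC); started with 200 nM TAMRA/BHQ-2 forked duplex and 2 mM ATP. Unwinding read as fluorescence (525/598 nm), two reads 2 h apart.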
L3MBTL1 inh = blocks human L3MBTL1. Q9Y468. AlphaScreen L3MBTL1–H3K9me1 peptide binding. Potency, µM (highest dose often 57.1 µM), without a hit: top-dose activity, negative = inhibition, actives largely listed as inhibitors. actives 0.66% (n = 230,000). AID 485360; further: on the % scale 0 is the no-effect control and ±100 the full control effect; nearly all actives have a fitted effect of over 60% in size
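AlphaScreen assay: L3MBTL1 (50 nM final) was preincubated 30 min at room temperature with biotinylated H3(1-15)K9me1 peptide (75 nM final), then 30 min with library compounds; streptavidin donor and nickel chelate acceptor beads (10 ug/mL final) added, 30 min dark.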
HTT cytoprotect = cytoprotection in Huntington HTT-Q103 PC12 cell model | PC12 HTT-Q103 induced, cytoprotection, ATP luminescence, 40 h | Potency, µM (series often up to 56.4 µM), without a hit: cytoprotection (ATP increase), actives largely listed as activators | actives 0.14% (n = 230,000) | AID 1471;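 further: % of control where 0% means no effect; nearly all actives have a fitted effect of over 45% in size; toxic huntingtin expression switched on by the ecdysone agonist tebufenozide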
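PC12 cells stably carrying ecdysone-inducible Htt exon 1 (Q103)–GFP were induced with 100 nM tebufenozide (final) alongside library compounds in a dose series. Cytoprotection was scored as retained ATP by ATPlite luminescence.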
TexasRed fluor = alters Texas Red total fluorescence, flagging assay interference; actives 0.29% (n = 280,000); Potency, µM (top dose mostly 106 µM), for the others: top-dose fluorescence change, negative = quenching; TRb/SRC2 Texas Red total fluorescence interference; AID 1479; active means well fitted curve in either direction with a large enough effect; inconclusive means small, poorly fitted or top-dose-only effect; further: on the % scale 0 is the no-effect control and ±100 the full control effect
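Flags fluorescent or light-absorbing compounds by total fluorescence, S + 2P, at 555 nm excitation and 632 nm emission. Mixture: 20 nM Texas Red SRC2 peptide, 0.6 uM human TRb LBD, 1 uM T3, 5% DMSO; compound exposure 5 h at ambient temperature.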
* = called active by the depositor; i = inactive; ? = inconclusive; · = not tested or not shown; & = joins results of further samples; [ ] = remark or other dose. Unless noted, the call rests on the fitted dose curve; in most records, active means well fitted curve in the direction sought with a large enough effect; inconclusive means small, poorly fitted or top-dose-only effect, or another doubt; inactive means no such curve, though single readings can be large; an effect the other way counts as inactive or inconclusive. Potency means the concentration at half of the fitted maximal effect. Some of the compounds tested; rates above refer to the full screens.

SMILES | Tau FP inhib | TRb-SRC2 inh | Tau ThT inhib | Tau fluor counter | RECQ1 inh | L3MBTL1 inh | HTT cytoprotect | TexasRed fluor
CCc1ccc(-n2nc(CO)c(C(=O)NCCCc3ccccc3)n2)cc1 | -10% | -9% | ? | -21% | · | · | · | -3%
CCOC(=O)c1cnc(-n2nc(C)cc2C)nc1Oc1ccc(C#N)cc1 | -3% | 0% | · | -3% | -4% | · | 14%[10 µM] | -1%
CCc1ccccc1N1C(=O)c2ccccc2S1(=O)=O | -1% | -1% | -2% | -7% | -9% | 0% | ? | 0%
NC(=O)C1CCN(C(=O)c2ccc(NC(=O)c3nsc4ccccc34)cc2)CC1 | -1% | -1% | 4% | 3% | · | · | · | -2%
O=C1Nc2ccccc2C12Nc1ccccc1-c1nc3ccccc3n12 (configuration not stated) | -3% | 7% | 2% | 3% | -1% | -6% | -10%[10 µM] | 4%
Cc1cc(C)nc(-n2ncc3c2CC(C)CC3=O)n1 (configuration not stated) | -6% | -7% | -10% | -15% | -2% | 8% | 5%[10 µM] | -1%
C=CCNC(=O)CCCc1ccccc1 | 0% | -1% | -5% | -2% | -2% | 0% | -2% | -4%
O=C(Nc1ccc(Cl)cc1C(F)(F)F)c1cc(S(=O)(=O)N2CCOCC2)ccc1F | -6% | -4% | 5% | -10% | · | · | · | 0%
COCCNC(=O)CCc1c(C)nc2nc(-c3cc(OC)cc(OC)c3)nn2c1C | 4% | -11% | -5% | -1% | -13% | · | -19% | -15%
Cc1ccc2c(c1)c(=O)c(C(=O)c1ccncc1)cn2CC(=O)Nc1c(C)cccc1C | 5% | -4% | -10% | -14% | · | · | · | -4%
Cc1ccc(OCCNc2cc(N3CCN(CCO)CC3)ccc2[N+](=O)[O-])cc1C | -8% | 6% | 16µM* | ? | -10% | -29% | 5%[10 µM] | -2%
CCn1nccc1C(=O)Nc1nccs1 | 10% | -1% | -5% | 1% | 2% | 4% | 4%[10 µM] | -1%
CCOC(=O)C1=NOC(CNC(=O)c2ccccc2Cl)C1 (configuration not stated) | 8% | -3% | 3% | 7% | 4% | 25% | ? | -1%
COc1ccc(C)cc1N(C(=O)c1cccc(F)c1)c1nc2ccccc2s1 | 1% | 0% | -8% | -23% | -19% | 0% | · | -3%
COc1ccc(/C=N/Nc2nonc2N)c(OC)c1 | 5% | -6% | 14% | 13% | -12% | 13% | · | 1%
CC(C)SC1=NC(C)(C)C=C(/C=C/c2c(Cl)cccc2Cl)N1 | 0% | 3% | ? | -19% | -21% | · | ? | 2%
Cc1ccc(NC(=O)c2ccc(CN3CC(=O)N4CCCCC4C3=O)cc2)c(C)c1 (configuration not stated) | 1% | -5% | -2% | 4% | · | · | · | 9%
Nc1nnc(-c2cn(-c3ccccc3)nc2-c2ccccc2)o1 | -11% | 9% | -1% | -22% | -3% | 6% | -4%[10 µM] | 2%
COc1cc(C2CC(=O)Oc3c2c(=O)n(C)c2ccccc32)ccc1O (configuration not stated) | 0%&5% | -1%&4% | ? | -5%&-25% | i | ? | -2%[10 µM] | 0%&-10%
CCOC(=O)N1CCN(C(=O)COc2cccc3c2CCN(CC)C3=O)CC1 | 8% | 1% | -7% | 0% | -8% | · | -26% | 1%
C1=C(CCNc2ncnc3c2[nH]c2ccccc23)CCCC1 | -5% | -5% | ? | 16µM*[quencher] | -24% | -14% | 4%[10 µM] | ?
CC(C)CCNC(=O)C1CCN(c2nnc(-n3cccc3)s2)CC1 | -3% | 5% | ? | 1% | -1% | -7% | 2%[10 µM] | -1%
Cc1occc1C(=O)Nc1c(F)c(F)c(F)c(F)c1F | 3% | -14% | -7% | -2% | i | · | -10% | 4%
O=C(Nc1cccc(Cl)c1)Nc1ccc(Br)cc1F | ? | 11% | ? | -22% | -5% | 10% | 5%[10 µM] | -5%
O=C1NC[C@@H](Cc2cccc3ccccc23)N(CC2(c3ccccc3)CC2)C1=O | 2% | -12% | 2% | 7% | -1% | · | 14%[10 µM] | 1%
Additional records.
SMILES | Tau FP inhib | TRb-SRC2 inh | Tau ThT inhib | Tau fluor counter | RECQ1 inh | L3MBTL1 inh | HTT cytoprotect | TexasRed fluor
Cn1cnc([N+](=O)[O-])c1Sc1ncccc1N | 6% | -13% | -8% | -8% | i | · | 7% | -1%
COC(=O)C(C(=O)Nc1ccc(OC)cc1)C1CCCCCC1 (configuration not stated) | -3% | -5% | 3% | -4% | 2% | 8%[11.4 µM] | 1% | 1%
CCOc1ccc(CCNC(=O)c2cn(CC)c3ccc(S(=O)(=O)N4CCc5ccccc5C4)cc3c2=O)cc1OCC | 0% | 4% | -4% | -19% | · | · | · | -1%
O=C(CSc1nnc(-c2ccncc2)n1C1CCCCC1)Nc1ccccc1 | 0% | 1% | -6% | -1% | 20% | 3% | -10%[10 µM] | 4%
CC1=CC(C)C2C(=O)N(CCCN(C)C)C(=O)C2C1 (configuration not stated) | 2% | 8% | -1% | 3% | -4% | 4%[11.4 µM] | 18% | 0%
Nc1nc(CSc2nnnn2-c2ccc(Cl)cc2)nc(N2CCOCC2)n1 | -10% | 0% | -10% | -11% | -14% | -1% | 2% | -3%
O=C(Nc1cccnc1)Nc1cc(Cl)cc(Cl)c1 | 25µM* | 4% | ? | ? | -1% | -8% | -18%[10 µM] | -1%
CC(C)c1cc(C(=O)NCc2cccnc2)no1 | 3% | 6% | -12% | -6% | -3% | -1% | -13% | 0%
O=S(=O)(NCc1ccc2c(c1)OCO2)c1cccc(S(=O)(=O)N2CCOCC2)c1 | 5% | 1% | -2% | -3% | -14% | -9% | 3% | 3%
Cc1nc2oc3c(NCc4ccccn4)ncnc3c2c2c1COC(C)(C)C2 | -1% | -12% | -3% | 6% | -11% | -2% | 3%[10 µM] | 3%
CC1(C)CC(=O)C([N+](=O)[O-])=C(NCCCO)C1 | 3% | -4% | 11% | 4% | 1% | 5% | -1%[10 µM] | -5%
NC(=O)c1c(NC(=O)c2ccncc2)sc2c1CCCC2 | 7% | 2% | ? | -4% | -8% | · | -44%[inhibitor] | -1%
COc1ccc2[nH]cc(CCN=C(NC(=O)c3ccccc3F)Nc3nc(C)cc(C)n3)c2c1 | 7% | 8% | -15% | ? | · | · | · | 5%
O=C(O)Cn1nc(-c2ccccc2)c2ccccc2c1=O | 9% | -7% | 10% | 8% | -1% | 6% | -10%[0.074 µM] | 4%
O=[N+]([O-])c1cccc(-c2ncc3ccccn23)c1 | 12% | 1% | ? | -7% | -4% | -3% | -37%[inhibitor] | 0%
CCOc1nc(OCC)nc(-n2cc(-c3ccccc3)nn2)n1 | -4% | -13% | -12% | -10% | i | 11% | ? | -3%
CCCc1nnc(NC(=O)CCCN2C(=O)c3ccccc3C2=O)s1 | 1% | -6% | -7% | -5% | i | · | -3% | -2%
Cc1ccccc1-n1c(C)nnc1SCC(=O)N1CCc2ccccc2C1 | -1% | 0% | -11% | -5% | -6% | -1% | · | -1%
O=C(c1ccc(=O)n(Cc2ccc(Cl)c(Cl)c2)c1)N1CCOCC1 | 0% | -1% | -2% | 3% | 4% | -8% | -5% | -2%
CCN(CC)C(=O)c1cccc(-c2ccc(OC)cc2)c1 | 10% | -23% | 7% | 0% | -1% | 8% | 2%[0.074 µM] | -2%
CCNC(=O)CN(c1ccc(CC)cc1)S(C)(=O)=O | 12% | 0% | -5% | 0% | 1% | · | -8% | -4%
CC(C)NC(=S)N(C)C1(c2ccccc2Cl)CCCCC1=O (configuration not stated) | 8% | -4% | 4% | 3% | -14% | 5% | 18%[10 µM] | 0%
Cc1cccc(NC(=O)Nc2nnc(N3CCCCC3C)s2)c1C (configuration not stated) | 4% | -5% | -10% | -23% | -7% | · | 1% | 0%
Cc1cccc(N2CCN(C(=O)c3ccc(NC(=O)C4CCCO4)cc3)CC2C)c1 (configuration not stated) | 8% | 10% | -4% | -1% | -5% | -1% | -5% | -5%
CC(=O)Nc1cccc(NC(=O)CSc2nnnn2C)c1 | 14% | -3% | 2% | 4% | -6% | · | 10% | 5%
Next section:
SMILES | Tau FP inhib | TRb-SRC2 inh | Tau ThT inhib | Tau fluor counter | RECQ1 inh | L3MBTL1 inh | HTT cytoprotect | TexasRed fluor
CCOC(=O)c1csc(NC(=O)C(C)(C)C)n1 | 3% | -13% | -6% | -2% | -8% | · | -6% | -2%
O=C(NC(=S)Nc1ccccc1)c1cc([N+](=O)[O-])ccc1N1CCOCC1 | ? | -7% | -4% | -22% | i | 4% | 2%[10 µM] | 0%
Cc1ccc2nc(-c3ccccc3)c(CN3CCSCC3)n2c1 | 10% | -2% | -9% | 0% | -5% | -3% | -29% | 1%
CCCCOC(=O)c1ccc(NC(=O)c2cc3c(=O)n4cccc(C)c4nc3n2C)cc1 | -6% | -1% | 5% | 9% | · | · | · | -1%
CCOC(=O)CCCNC(=O)CCCNC(=O)C(c1ccccc1)c1ccccc1 | 4% | 4% | 13% | -7% | -1% | -1% | -6% | 2%
COc1ccc(CCNC(=O)C2CCN(S(=O)(=O)c3cccc4nsnc34)CC2)cc1OC | -3% | -3% | -2% | -1% | -8% | 0% | -48%[inhibitor] | -3%
COc1ccc(CCNC(=O)CSc2nc3c(c(=O)n(C)c(=O)n3C)n2C)cc1OC | 6% | -13% | 1% | 1% | -12% | 4% | 2%[1.9 µM] | 2%

Arranged by formula weight (lowest first): 4 of the compounds above.
SMILES | Tau FP inhib | TRb-SRC2 inh | Tau ThT inhib | Tau fluor counter | RECQ1 inh | L3MBTL1 inh | HTT cytoprotect | TexasRed fluor
CCOC(=O)c1csc(NC(=O)C(C)(C)C)n1 | 3% | -13% | -6% | -2% | -8% | · | -6% | -2%
O=C(NC(=S)Nc1ccccc1)c1cc([N+](=O)[O-])ccc1N1CCOCC1 | ? | -7% | -4% | -22% | i | 4% | 2%[10 µM] | 0%
CCOC(=O)CCCNC(=O)CCCNC(=O)C(c1ccccc1)c1ccccc1 | 4% | 4% | 13% | -7% | -1% | -1% | -6% | 2%
COc1ccc(CCNC(=O)C2CCN(S(=O)(=O)c3cccc4nsnc34)CC2)cc1OC | -3% | -3% | -2% | -1% | -8% | 0% | -48%[inhibitor] | -3%
